M5 PAM = potentiates acetylcholine response at human M5 receptor; P08912; CHO-K1 hM5, Fluo-8 calcium, ACh EC20 PAM; 0% = ACh EC20, 100% = ACh EC100; activation, % at 3 µM; hit rate 0.3% among 360,000;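 active = activation above the run cutoff, the mean activation of all test compounds plus 3 SD, cut at about 18% in these data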
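system = human M5 receptor in CHO-K1 cells | reagent = EC20 acetylcholine as agonist stimulus | compound dosing = single-point, 3 µM nominal | incubation = Fluo-8 loading 80 min at 37 °C plus 30 min room temperature | detection = Fluo-8 calcium dye fluorescence, kinetic read | benchmarks = low control EC20 acetylcholine (0%), high control EC100 acetylcholine (100%)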
M5 antag = antagonists of human muscarinic M5 receptor (CHRM5); CHO-hM5 cells, Fluo-8 calcium fluorescence, ACh EC80; inhibition, % at 3 µM; hit rate 0.59% among 360,000; AID 624040;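 active = inhibition above a per-plate cutoff, the mean of that plate's test compounds plus 3 SD, cut at about 27% in these data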;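 note: 0% = acetylcholine EC80 with DMSO and 100% = DMSO without agonist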
M5 ag = CHRM5 agonism in calcium assay. P08912. CHO-K1 hM5 cells, Fluo-8 calcium fluorescence; 0% DMSO wells, 100% maximal acetylcholine response. activation, % at 3 µM. hit rate 0.19% among 360,000;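 active = activation above the run's mean over test compounds plus 3 SD, cut at about 23% in these data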;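 note: signal is peak over basal fluorescence ratio across the kinetic read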
M4 PAM = positive allosteric modulators of human muscarinic M4 receptor; CHO-K1 hM4/Gqi5, Fluo-8 calcium fluorescence, ACh EC20; 0% = ACh EC20, 100% = maximal ACh; activation, % at 3 µM; hit rate 0.4% among 360,000;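 active = activation above its plate's cutoff, the mean activation of sample wells plus 3 SD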; note: some results filed as inactive read as strong as hits
Target sequence (P08173 whole entry, looked up): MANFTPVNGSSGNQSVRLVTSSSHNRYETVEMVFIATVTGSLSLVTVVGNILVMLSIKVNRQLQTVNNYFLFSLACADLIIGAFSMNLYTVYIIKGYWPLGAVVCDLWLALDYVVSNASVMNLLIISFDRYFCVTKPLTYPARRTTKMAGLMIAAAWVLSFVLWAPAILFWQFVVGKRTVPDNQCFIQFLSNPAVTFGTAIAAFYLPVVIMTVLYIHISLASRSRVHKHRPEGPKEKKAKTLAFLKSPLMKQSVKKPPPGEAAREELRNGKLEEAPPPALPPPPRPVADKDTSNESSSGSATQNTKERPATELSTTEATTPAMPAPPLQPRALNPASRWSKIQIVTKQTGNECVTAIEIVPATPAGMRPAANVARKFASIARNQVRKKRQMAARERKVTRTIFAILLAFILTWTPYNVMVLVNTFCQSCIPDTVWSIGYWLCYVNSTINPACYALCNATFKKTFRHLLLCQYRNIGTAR
M4 ag = agonists of human muscarinic M4 receptor (CHRM4); hit rate 0.14% among 360,000; P08173; CHO-K1 hM4/Gqi5, Fluo-8 calcium fluorescence; vehicle 0%, full acetylcholine response 100%; activation, % at 3 µM;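 active = activation above the run mean over all test wells plus 3 SD, cut at about 32% in these data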;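 note: peak over basal fluorescence ratio per well then scaled between controls; 0% = DMSO wells and 100% = acetylcholine at EC100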
CHRM4 antagonist = CHRM4 antagonism in calcium assay. P08173. CHO-hM4 cells, ACh EC80, Fluo-8 calcium fluorescence. inhibition, % at 3 µM. hit rate 0.73% among 360,000. AID 624125;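 active = inhibition above its plate's cutoff, the mean inhibition of sample wells plus 3 SD, cut at about 27% in these data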;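 note: 0% = acetylcholine EC80 with DMSO and 100% = DMSO without agonist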
CRFBP-R2 agonist = agonists of human CRF-binding protein/CRF-R2 receptor complex; hit rate 0.46% among 350,000; HEK293 CRF-R2/CRF-BP, calcium dye fluorescence (FLIPR); percent of saturating CRF peptide response; activation, % at 13.2 µM;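 active = activation of at least 50%, plus an integration ratio under a set limit after plate pattern correction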;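 note: plate controls were neutral control wells without compound for no effect and CRF at EC100 for full effect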
M1 PAM = potentiates human M1 receptor response to acetylcholine; P11229; activation, % at 3 µM; AID 588819; CHO-K1 hM1, Fluo-8 calcium fluorescence, ACh EC20; 0% = ACh EC20, 100% = maximal ACh; hit rate 0.088% among 360,000; in the data active = activation above about 19%, passing the limit was not always enough
Target sequence (P11229 whole entry, looked up): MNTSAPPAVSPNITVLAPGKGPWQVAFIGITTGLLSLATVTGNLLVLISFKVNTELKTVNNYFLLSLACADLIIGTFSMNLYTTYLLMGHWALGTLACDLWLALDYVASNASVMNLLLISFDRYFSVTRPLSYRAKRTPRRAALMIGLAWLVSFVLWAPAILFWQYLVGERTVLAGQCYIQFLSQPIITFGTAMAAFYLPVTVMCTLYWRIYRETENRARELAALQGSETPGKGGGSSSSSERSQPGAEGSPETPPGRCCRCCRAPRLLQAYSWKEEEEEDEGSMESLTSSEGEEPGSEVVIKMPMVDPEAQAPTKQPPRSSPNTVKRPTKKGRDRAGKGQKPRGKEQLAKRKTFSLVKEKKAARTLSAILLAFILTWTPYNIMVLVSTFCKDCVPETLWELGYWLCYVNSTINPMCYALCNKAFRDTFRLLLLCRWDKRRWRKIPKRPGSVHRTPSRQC
CHRM1 antagonist = antagonists of human M1 muscarinic receptor | CHO-K1 hM1, Fluo-8 calcium fluorescence, ACh EC80 antagonist | P11229 | hit rate 1.3% among 360,000 | inhibition, % at 3 µM;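 active = percent inhibition above its own plate's cutoff, namely the mean of that plate's compound wells plus 3 SD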;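 note: peak over basal fluorescence ratio during 140 s after agonist addition; 0% = ACh EC80 plus DMSO and 100% = DMSO alone without agonist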
An asterisk follows results filed as active; . = not tested or not shown.

Screens in order: M5 PAM	M5 antag	M5 ag	M4 PAM	M4 ag	CHRM4 antagonist	CRFBP-R2 agonist	M1 PAM	CHRM1 antagonist
(1) FC(F)Oc1cccc2cccnc12
  -2	2	0	14	1	-5	-0.7	16	-20
(2) COc1ccc(C(C)NC(=O)CC23CC4CC(CC(C4)C2)C3)cc1 (centres undefined)
  4	11	-3	-3	-1	-7	-3.5	8	-11
(3) COc1ccccc1N1CCN(/N=C/c2ccc(Cl)c([N+](=O)[O-])c2)CC1
  -3	-8	-1	-6	4	-15	0.3	8	-17
(4) CCCCc1n[nH]c2c1C(=O)CC(C)(C)C2
  -9	-10	-3	-1	0	1	3.1	-2	-23
(5) CN(C(=O)Nc1cccc(C(F)(F)F)c1)C1CCCCC1
  2	-1	4	-12	9	2	-0.5	-6	9
(6) O=C(/C=C/c1ccco1)Nc1cccc(S(=O)(=O)N2CCOCC2)c1
  0	-2	0	6	2	0	-0.7	6	-7
(7) Cc1c(C(=O)Nc2nc(-c3ccccn3)cs2)oc2ccccc12
  -6	6	-2	10	12	-1	1.9	2	5
(8) Cc1ccc(C(=O)OCC(=O)N(C)C2CCS(=O)(=O)C2)cc1S(=O)(=O)N1CCOCC1 (centres undefined)
  3	3	3	6	2	-5	1.3	4	-18
(9) Nc1c(S(=O)(=O)c2ccccc2)c2nc3ccccc3nc2n1/N=C/c1ccco1
  -5	-2	0	-1	2	9	3.5	-9	16
(10) COc1ccc(NC(=O)CN2CCN(CC#N)CC2)cc1
  5	4	1	-6	-2	0	-1.4	-3	5
(11) Cc1cc(C(=O)N/N=C/c2ccc(Br)o2)n[nH]1
  3	2	-2	3	2	7	0.8	7	-9
(12) Cc1cc(OCC(=O)C(C)(C)C)c2c(-c3ccccc3)cc(=O)oc2c1
  -5	7	-6	-10	9	-7	-1.4	-4	-4
(13) NS(=O)(=O)c1ccc(NC(=O)CSc2nc3c(cnn3-c3ccccn3)c(=O)[nH]2)cc1
  1	0	3	1	0	-5	0.5	-3	2
(14) O=C(NCCCN1CCOCC1)c1coc2ccccc2c1=O
  -4	1	-3	-5	2	8	-0.1	-6	16
(15) COc1cc(CNCCN(C)C)c(Br)cc1OC1CCCC1
  -2	8	-3	6	2	-13	-0.7	9	-14
(16) O=[N+]([O-])c1cccc(COc2cccc(CN3CCOCC3)c2)c1
  -3	-1	-1	-6	3	-5	1.4	-11	11
(17) Cc1cc2[nH]ncc2cc1NC(=S)NC(=O)c1ccccc1
  8	-2	2	32*	3	-8	4.2	8	-2
(18) O=C(c1ncn[nH]1)N1CCN(c2nc(-c3ccccc3)cs2)CC1
  -3	-3	2	9	3	-3	-0.9	11	-11
(19) COC(=O)c1ccc(Cn2c(CN3CCOCC3)nc3ccccc3c2=O)o1
  15	-7	4	8	0	-6	-0.7	9	-11
(20) CC(C)c1ccc2c(c1)C(=O)NC(C)(C)C2
  1	-1	-3	10	-1	-10	-0.2	6	-12
(21) CNC(=O)C1CN(C(=O)c2cccc(S(=O)(=O)N3CCc4ccccc43)c2)c2ccccc2O1 (centres undefined)
  -2	-5	2	2	14	-17	-0.1	3	-24
(22) CC(=O)NCCc1c[nH]c2ccc(OCc3ccccc3)cc12
  10	-8	4	0	2	-3	0.1	15	-22
(23) Cc1ccc(NC(=O)CS(=O)CC(=O)N(CC(=O)NC2CCCC2)c2ccc3c(c2)OCCO3)cc1 (centres undefined)
  -2	9	-1	11	0	14	-0.6	13	-6
(24) O=C(Nc1cccc2nsnc12)c1ccc(F)cc1
  1	0	-4	6	1	-11	0.3	3	-13
(25) Cc1cccc(C(=O)Nc2ccc(N3CCN(S(C)(=O)=O)CC3)cc2)c1
  -19	11	1	-1	20	-8	-6.5	-15	8
(26) O=C(N1CCCCCC1)N1CCN(C(=O)N2CCOCC2)CC1
  0	4	-1	0	0	1	2.4	-9	9
(27) COc1ccc2nc(-c3ccccc3)[nH]c(=O)c2c1
  4	8	1	5	0	1	-0.1	7	-14
(28) Cc1ccccc1C(=O)Nc1c(-c2cccs2)c(=O)c2ccccc2n1C
  -11	13	2	-20	9	-9	-1.3	3	4
(29) CC(C)NC(=S)N/N=C1\CCCc2ccccc21
  -2	-11	-7	-13	0	-12	0.0	-19	15
(30) COc1ccc(CC(=O)Nc2sc3c(c2C(N)=O)CCCC3)cc1OC
  -2	4	4	0	8	4	1.3	7	-10

Entries shown so far that contain fluorine, in the order listed:
Screens in order: M5 PAM	M5 antag	M5 ag	M4 PAM	M4 ag	CHRM4 antagonist	CRFBP-R2 agonist	M1 PAM	CHRM1 antagonist
(1) FC(F)Oc1cccc2cccnc12
  -2	2	0	14	1	-5	-0.7	16	-20
(5) CN(C(=O)Nc1cccc(C(F)(F)F)c1)C1CCCCC1
  2	-1	4	-12	9	2	-0.5	-6	9
(24) O=C(Nc1cccc2nsnc12)c1ccc(F)cc1
  1	0	-4	6	1	-11	0.3	3	-13

Other entries
Screens in order: M5 PAM	M5 antag	M5 ag	M4 PAM	M4 ag	CHRM4 antagonist	CRFBP-R2 agonist	M1 PAM	CHRM1 antagonist
(31) CCc1nc2c(OCCn3cccc3)cccn2c1N(C=O)Cc1ccccc1
  0	1	0	8	1	-6	.	13	-20
(32) COc1ccc(NC(=O)[C@H](C)NC(=O)C2CCN(S(=O)(=O)c3ccc(OC)cc3)CC2)cc1
  -5	9	-5	6	-1	-2	-2.2	14	-12
(33) COc1ccc(C(=O)OCC(=O)Nc2ccc(N3CCOCC3)cc2)cc1OC
  -1	-3	3	3	3	-8	-0.1	3	-4
(34) CC(C)CSC1=NSC2=NC(=O)/C(=C\c3ccccc3)C(=N)N12
  4	5	4	-4	0	1	27	-6	15
(35) Cc1c(CNC(=O)c2cnn3c2NC(c2ccc(Br)cc2)CC3C(F)(F)F)cnn1C (centres undefined)
  -6	5	-4	7	8	0	-1.3	9	-15
(36) O=C(NC1CCSc2ccccc21)c1ccc(F)cc1 (centres undefined)
  -1	1	-8	12	1	-13	-0.1	2	-5
(37) COc1cccc(C(=O)N/N=c2\sc3ccccc3n2C)c1
  3	0	-2	10	1	4	-1.9	12	-10
(38) COc1ccc(/C=C/C(=O)OCC(=O)N2CC(=O)Nc3ccccc32)cc1
  3	-3	0	-5	1	-1	0.8	5	-2
(39) CCCOC(=O)Nc1c(C)cccc1C(C)C
  -4	11	-3	-2	-1	5	1.3	6	2
(40) Cc1cn(-c2ccc(Br)cc2)[nH]c1=O
  -1	-2	-1	-2	1	0	-0.1	-4	0
(41) COC(=O)c1sccc1NC(=O)Cc1ccc(OC)cc1
  -3	-1	1	-3	3	-7	0.3	8	-10
(42) COC(=O)CC1Nc2ccccc2SC1=O (centres undefined)
  1	0	-1	1	1	-10	-2.4	1	1
(43) CCCCC(=O)NC(NC(=S)N1CCCCCC1)C(Cl)(Cl)Cl (centres undefined)
  -5	15	0	-2	4	10	0.2	-1	-5
(44) COc1ccccc1OCCNC(=O)Nc1ccc(Br)cc1
  0	6	2	-7	8	-4	-2.8	-2	8
(45) COc1cccc(-n2ccnc2SCC(=O)NCc2ccccc2)c1
  -3	6	-2	12	1	5	-1.3	8	-10
(46) CCCc1nnc(SCC(=O)N2C(C)CCCC2C)n1CC (centres undefined)
  6	2	4	2	1	-7	3.6	13	-15
(47) CC(C)CCNC(=O)CCc1nnc2ccc(N3CCC(C)CC3)nn12
  -1	13	-6	-3	-1	-4	-4.4	16	-18
(48) Cc1cc(C)cc(NC(=O)C2CCCN2S(=O)(=O)c2ccc3c(c2)n(C)c(=O)c(=O)n3C)c1 (centres undefined)
  -3	2	-5	-7	0	8	-0.5	5	-2
(49) COc1ccc(CC(=O)NCc2nnc(SCC(=O)Nc3nccs3)n2-c2ccccc2)cc1
  3	-6	-2	11	-2	-11	1.3	6	-16
(50) O=C(NC(=S)Nc1cccc2cccnc12)c1ccccc1
  4	-6	-1	4	1	15	3.8	5	-5
(51) C=CCN1CCN(C(=O)c2oc3ccccc3c2C)CC1
  -4	6	-3	-3	0	1	1.2	11	-16
(52) CCN(CC(=O)NC1CCS(=O)(=O)C1)C(=O)COc1ccccc1-c1ccccc1 (centres undefined)
  2	-1	2	-1	0	6	0.1	1	-2
(53) Cc1ccccc1N=C1NC(=O)/C(=C/c2cccnc2)S1
  1	10	-5	-2	0	5	0.1	6	-8
(54) O=C(CCc1nc(-c2ccccc2)no1)NCc1cccnc1
  0	5	-1	-3	0	2	1.4	1	-1
(55) O=C(NNC(=O)[C@@H]1CCCC[C@@H]1C(=O)O)c1cccs1
  -8	5	1	-4	-1	9	0.6	0	-13
(56) Cc1cnc(C)c(Nc2nc(C(N)c3ccccc3)cs2)n1 (centres undefined)
  0	-2	0	7	2	8	.	1	-4
(57) Cc1ccc(S(=O)(=O)N2c3ccccc3OCC2c2ccccc2)cc1 (centres undefined)
  -14	11	-4	-10	-1	7	5.7	-8	24
(58) CCCn1c(=O)c(C(=O)NC(C)c2ccccc2)c(O)c2ccccc21 (centres undefined)
  1	4	-5	-5	0	-3	3.4	6	-8
(59) CN(Cc1ccccc1)C(=O)c1ccc(NC2=NC3CS(=O)(=O)CC3S2)cc1 (centres undefined)
  4	-2	2	-5	0	-2	-3.1	9	-22
(60) CC(c1ccccc1)N1C(=O)c2ccc(C(=O)NCc3ccco3)cc2C1=O (centres undefined)
  -2	8	-2	-2	2	-16	1.1	-3	-12
(61) Fc1ccc(CSc2ccc(-c3ccco3)nn2)cc1
  -2	-2	-3	10	-1	-8	-1.0	1	-5
(62) FC(F)(F)c1cccc(NC(=S)NCCc2ccccn2)c1
  4	-6	-2	8	0	-3	1.0	-3	-3
(63) CCCCc1cc(=O)oc2c3c(cc(OCC(=O)NCCCO)c12)OC(C)(C)CC3
  -3	-3	-2	-3	5	10	0.2	3	1
(64) COc1ccc(N2CCN(CCN3C(=O)c4ccccc4C3=O)CC2)cc1
  0	-1	-1	1	1	-4	0.2	8	-10
(65) COc1cc(OC)cc(C(=O)N2CCN(C(=O)c3cccc(F)c3)CC2)c1
  5	-3	-1	6	1	-7	-0.8	3	-3
(66) COc1ccc(C)cc1S(=O)(=O)N1CCC2(CC1)OCCN2S(=O)(=O)c1cccs1
  -8	9	1	-1	8	4	0.3	2	-7
(67) CN1C(=O)[C@H]2[C@@H](c3ccccc3)N[C@]3(CCCN(Cc4ccco4)C3=O)[C@H]2C1=O
  1	-8	2	1	0	-3	3.5	2	-6
(68) CC[C@]12c3[nH]c4ccccc4c3CCN1C(=O)C(CC(=O)NC/C=C(\C)CCC=C(C)C)C[C@@H]2C(=O)N1CCN(C(=O)C2CC2)CC1 (some centres undefined)
  0	-5	-2	2	-1	2	1.4	7	-14
(69) CCOC(=O)[C@]12CCCC=C1N(Cc1ccco1)C(=O)[C@H](CC(=O)N1CCN(C(=O)c3ccco3)CC1)C2
  5	-3	6	24*	-2	-3	.	.	.
(70) COc1cc2nc(N3CCNCC3)nc(N)c2cc1OC
  0	-6	-1	-5	0	19	1.2	-3	6
(71) O=C(COC(=O)CNC(=O)c1ccccc1)NC(=O)NC1CCCCC1
  -1	10	-1	6	1	-8	-1.5	12	-14
(72) CC(=O)Nc1ccc(S(=O)(=O)N2CCN(c3nc4ccccc4n3CC(C)C)CC2)cc1
  8	-1	-4	0	4	5	0.4	1	-10
(73) O=C(OCc1nnc(-c2ccccc2)o1)C12CC3CC(CC(Br)(C3)C1)C2
  7	3	-2	-9	-1	6	2.0	4	-2

Single values from the list.
compound 50 – M4 PAM = 4
compound 14 – CRFBP-R2 agonist = -0.1
compound 49 – M5 PAM = 3
compound 36 – M5 PAM = -1

Assay outcomes deposited in PubChem by several laboratories.
